High-throughput results: PubChem BioAssay, National Center for Advancing Translational Sciences (NCATS)
CXXC DNA block = qHTS Fluorescence Polarization Assay for Inhibitors of MLL CXXC domain - DNA interaction. Potency, µM (series often up to 115 µM), for inactives: at the highest dose activity change, negative = inhibition, usual class: inhibitors. Histone-lysine N-methyltransferase 2A (Homo sapiens), Q03164. MLL-CXXC / FITC-HOXA9 DNA fluorescence polarization. AID 2662, 2010. 290,000 compounds, 0.037% hits; active = well fitted inhibition curve with a large enough effect in the polarisation, with a control signal flat, not every such curve was filed as active; inconclusive = small, poorly fitted or top-dose-only effect, or effect the other way, or a change in a side signal; inactive = no such curve, though single readings can be large or run the other way; the % refers to the polarisation; also: potency is read from the fitted curve at half-maximal effect
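Steps: dispense CXXC domain solution (7 uM) → pin compounds or unlabeled HOX-A9 DNA control → 5 min ambient → add FLSN-HOX-A9 solution (50 nM) → spin → 30 min ambient → fluorescence polarization. Tris pH 7.5/NaCl/DTT/BSA buffer.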
MBNL1 CUG block = qHTS Assay for Inhibitors of MBNL1-poly(CUG) RNA binding; TR-FRET MBNL1-His/biotin-(CUG)12 binding, 665/545 ratio; 280,000 compounds, 0.036% hits; Muscleblind-like protein 1 (Homo sapiens), Q9NR56; Potency, µM (top dose mostly 57.5 µM), for inactives: top-dose activity change, negative = inhibition, usual class: inhibitors; active = well fitted inhibition curve with a large enough effect in the signal ratio, with a control signal flat, not every such curve was filed as active; inconclusive = small, poorly fitted or top-dose-only effect, or effect the other way, or a change in a side signal; inactive = no such curve, though single readings can be large or run the other way; the % refers to the signal ratio; also: potency is read from the fitted curve at half-maximal effect; % is scaled to controls: 0 for no effect and ±100 for the full control effect
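TR-FRET readout: Ex 340 nm, 665/545 nm emission ratio, normalized to buffer-only (basal) and MBNL1-(CUG)12 controls. Complex of MBNL1-His with Biotin-(CUG)12, compounds 92 nM–58 uM, incubated 60 min at room temperature.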
hERG WT inh = qHTS for Inhibitors of KCHN2 3.1: Wildtype qHTS. AID 720551, 2013. 340,000 compounds, 0.37% hits. U2OS, BacMam KCNH2, thallium flux FluxOr; hits give low values. Voltage-gated inwardly rectifying potassium channel KCNH2 (Homo sapiens), Q12809. activity change, % at 1.84 µM;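 active = maximum activity change below -70%; inconclusive = maximum activity change between -70% and -50%; inactive = maximum activity change above -50%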; also: % is scaled to controls: 0 for no effect and ±100 for the full control effect
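U2OS cells were transduced with wild-type KCNH2 virus (2.03 x 10^8 / mL) for 4 h at room temperature, then cultured overnight at 37 C. Thallium flux was read with FluxOr dye. Rate constants were normalized to DMSO controls.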
GALK inhibitor = qHTS Assay for Inhibitors of Human Galactokinase (GALK); P51570; Potency, µM (doses to about 57.5 µM), without a hit: top-dose activity change, negative = inhibition, usual class: inhibitors; AID 1868, 2009; 270,000 compounds, 0.007% hits; Purified GALK, Kinase-Glo residual ATP luminescence; also: potency is read from the fitted curve at half-maximal effect; % is scaled to controls: 0 for no effect and ±100 for the full control effect
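ATP-depletion format; final 35 uM ATP, 100 uM D-galactose, 5 nM enzyme; pH 8.0 HEPES/Mg2+ buffer; 60 min RT; luminescence read 10 min after detection reagent.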
TRPV1 agonist = HTS Assay for Compounds that Act as Agonists of the Vanilloid Receptor 1. Transient receptor potential cation channel subfamily V member 1 (Homo sapiens), Q8NER1. TRPV1-expressing cells, Fluo-8 calcium influx, agonist mode. 320,000 compounds, 0.19% hits. activation, % at 8.33 µM. AID 540275, 2011; in the data active = activation above about 80%; inconclusive = between about 30% and that limit; also: 0% is about no effect
Target sequence (Q8NER1 whole entry, looked up): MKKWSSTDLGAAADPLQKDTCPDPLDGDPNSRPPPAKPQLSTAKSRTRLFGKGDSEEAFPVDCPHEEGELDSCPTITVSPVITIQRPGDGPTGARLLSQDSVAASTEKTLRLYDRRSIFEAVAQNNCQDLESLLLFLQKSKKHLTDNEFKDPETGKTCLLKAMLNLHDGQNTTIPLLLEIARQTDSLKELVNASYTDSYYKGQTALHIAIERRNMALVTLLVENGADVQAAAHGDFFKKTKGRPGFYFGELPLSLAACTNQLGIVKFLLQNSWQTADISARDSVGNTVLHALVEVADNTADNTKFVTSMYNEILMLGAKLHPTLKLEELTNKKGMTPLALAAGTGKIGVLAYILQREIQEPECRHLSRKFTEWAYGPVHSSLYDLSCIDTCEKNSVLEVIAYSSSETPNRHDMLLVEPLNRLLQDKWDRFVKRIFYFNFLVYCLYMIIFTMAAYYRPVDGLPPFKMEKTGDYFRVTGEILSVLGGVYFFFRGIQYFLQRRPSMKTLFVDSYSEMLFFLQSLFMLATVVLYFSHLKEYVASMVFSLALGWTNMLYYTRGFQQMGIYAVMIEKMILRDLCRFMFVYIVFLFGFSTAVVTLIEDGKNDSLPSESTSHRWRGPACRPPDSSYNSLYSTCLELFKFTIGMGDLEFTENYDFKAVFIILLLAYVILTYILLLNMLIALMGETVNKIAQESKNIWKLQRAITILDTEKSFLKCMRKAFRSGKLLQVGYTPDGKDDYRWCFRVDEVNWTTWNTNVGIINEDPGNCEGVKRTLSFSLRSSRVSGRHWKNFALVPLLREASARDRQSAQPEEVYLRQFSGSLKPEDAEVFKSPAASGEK
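Fluo-8 calcium influx in TRPV1-expressing cells, kinetic read (ex 480/em 520 nm). Compound added and read 3 min for agonist activity, followed by capsaicin at EC20 final and 2 min further read for enhancement.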
ASM inhibitor = Inhibitors of Secretory Acid Sphingomyelinase (S-ASM): qHTS. Sphingomyelin phosphodiesterase (Homo sapiens), P17405. placental ASM, HMU-PC fluorogenic substrate, 60 min. Potency, µM (doses to about 57.5 µM), for the others: at the highest dose activity change, negative = inhibition, most hits filed as inhibitors. 340,000 compounds, 0.006% hits; also: potency is read from the fitted curve at half-maximal effect
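Human placenta-derived ASM preincubated with compound 10 min at room temperature, then reacted with 9 uM (final) fluorogenic HMU-PC substrate for 60 min at 37 C. Stop solution raises pH to 10; fluorescence read at Ex 386/Em 447 nm.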
a7 integrin act = qHTS for Activators of Integrin-Mediated Alleviation for Muscular Dystrophy | alpha7betagal myoblasts, beta-gal FDG fluorescence, 48 h | Potency, µM (doses to about 38.3 µM), for the others: top-dose activation, actives largely listed as activators | 350,000 compounds, 0.064% hits;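 also: potency is read from the fitted curve at half-maximal effect; 100% = response of the positive control SU9516; nearly all actives have a fitted effect of over 60% in size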
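Alpha7betagal+/- myoblasts (passage 13) were plated 16-24 hr, then exposed to compounds (1:260 dilution of DMSO stock) for 48 hours at 37C. After MPER lysis, β-galactosidase reporter activity was read as FDG fluorescence (ex 480/em 540) after 30 minutes.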
Coupling enz = qHTS Assay for Inhibitors of Fructose-1,6-bisphosphate Aldolase from Giardia Lamblia: Coupling assay counterscreen | coupling enzyme system counterscreen, AmpLite Red fluorescence | activity change, negative = inhibition, % at 58.2 µM, hits read low | 290,000 compounds, 0.67% hits; in the data active = activity change below about -30%; also: % is scaled to controls: 0 for no effect and ±100 for the full control effect
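Coupling enzymes only (glyceraldehyde-3-phosphate) + compound, at 57.5 uM final, 10 min RT; add substrate/coupling/AmpLite Red mix, 20 min RT; fluorescence ex 525/em 598 nm. Actives flag coupling-system interference.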
A-T KAP1 phos = qHTS Assay for Identifying a Potential Treatment of Ataxia-Telangiectasia | […] A-T fibroblasts, KAP-1 phosphorylation AlphaLISA; neocarzinostatin DNA damage 30 min before lysis | Potency, µM (titrated, usually from 57.5 µM), for the others: at the highest dose activation, hits mostly activators | 320,000 compounds, 0.19% hits | AID 485349, 2010; also: potency is read from the fitted curve at half-maximal effect; % of control where 0% means no effect; nearly all actives have a fitted effect of over 45% in size
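hTERT-immortalized A-T patient fibroblasts ([…]), 500 cells/well in OPTI-MEM, 1% FBS, got compounds for 60 min, then NCS for 30 min at 37C. Lysates were then assayed for phospho-KAP-1 by AlphaLISA (anti-pKAP1 donor, anti-KAP1 acceptor beads), 6 hr at 25C.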
KCNH2 3.1 inh = qHTS for Inhibitors of KCHN2 3.1: Mutant qHTS | activity change, % (tested at about 1.8 µM) | U2OS KCNH2 3.1, thallium flux FluxOr; hits give low values | AID 720553, 2013 | Potassium voltage-gated channel subfamily H member 2, brain isoform KCNH2 3.1 (human) | 340,000 compounds, 0.95% hits;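 active = maximum activity change below -70%; inconclusive = maximum activity change from -70% to -50%; inactive = maximum activity change above -50%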;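 also: thallium influx rate constant from kinetic fluorescence after stimulation buffer; % is scaled to controls: 0 for no effect and ±100 for the full control effect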
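Thallium flux via FluxOr fluorescence (Red40 quencher, 45 min loading) in U2OS cells virally expressing the KCNH2 3.1 isoform (1.77 x 10^8 /mL virus, overnight at 37 C). Rate constants from 2-min kinetic reads post-stimulation, normalised to positive and negative controls.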
Active calls of the source: *. Unless noted, calls follow the shape of the dose curve; as a rule, active = well fitted curve in the direction sought with a large enough effect; inconclusive = small, poorly fitted or top-dose-only effect, or another doubt; inactive = no such curve, though single readings can be large; an effect the other way counts as inactive or inconclusive. Not a hit list, and some 2% of all compounds hit somewhere here.

Screening COc1ccc(N2CCN(CC(=O)Nc3ccc(C)cc3)CC2)cc1 returned CXXC DNA block -7%, MBNL1 CUG block -6%, hERG WT inh -14, GALK inhibitor 3%, TRPV1 agonist 25, ASM inhibitor 0%, a7 integrin act -8%, Coupling enz -2, A-T KAP1 phos 5% and KCNH2 3.1 inh -6.
Screening COCCn1c(SCC(=O)NC2CCCC2)nc2c(c1=O)SCC2 returned CXXC DNA block 2%, MBNL1 CUG block 5%, hERG WT inh 3, GALK inhibitor -1%, TRPV1 agonist 0, ASM inhibitor 3%, a7 integrin act 14%, A-T KAP1 phos 5% and KCNH2 3.1 inh 0.
`O=C(COn1nnc2ccc(Cl)cc21)NC1CCS(=O)(=O)C1` (stereo not given) gave hERG WT inh 2, TRPV1 agonist 2, ASM inhibitor 4%, a7 integrin act 14%, A-T KAP1 phos 1% and KCNH2 3.1 inh 3.
Cc1ccc(C(=O)CSc2nnc(COc3cccc4cccnc34)o2)cc1 was read as CXXC DNA block -7%, MBNL1 CUG block 9%, hERG WT inh 27, GALK inhibitor 3%, TRPV1 agonist 12, ASM inhibitor -2%, a7 integrin act 6%, Coupling enz 2, A-T KAP1 phos -2% and KCNH2 3.1 inh 3.
For CCOc1ccc(N(CC(=O)NCCc2ccc(OC)cc2)S(C)(=O)=O)cc1 the results were CXXC DNA block 1%, MBNL1 CUG block -7%, hERG WT inh 3, GALK inhibitor 0%, TRPV1 agonist -4, ASM inhibitor -3%, a7 integrin act -11%, Coupling enz 2, A-T KAP1 phos 0% and KCNH2 3.1 inh 1.
For CN(C)c1ccc(C(CNS(=O)(=O)c2ccc([N+](=O)[O-])cc2)N2CCOCC2)cc1 (stereo not given) the results were hERG WT inh 5, TRPV1 agonist 6, ASM inhibitor -4%, a7 integrin act 10%, A-T KAP1 phos 15% and KCNH2 3.1 inh 4.
O=C(/C=C/c1ccc(S(=O)(=O)N2CCOCC2)cc1)NCc1ccccc1Cl was read as CXXC DNA block -3%, hERG WT inh 0, GALK inhibitor 0%, TRPV1 agonist -7, ASM inhibitor -3%, a7 integrin act 17%, Coupling enz -3, A-T KAP1 phos 9% and KCNH2 3.1 inh -1.
For O=C(N/N=C/c1ccccc1Cl)C1CC1 the results were CXXC DNA block -1%, MBNL1 CUG block 13%, hERG WT inh 3, GALK inhibitor -1%, TRPV1 agonist -3, ASM inhibitor -1%, a7 integrin act -20%, Coupling enz 0, A-T KAP1 phos -1% and KCNH2 3.1 inh 0.
For O=C(CN1CC(=O)Oc2ccccc21)NCc1ccco1 the results were CXXC DNA block 12%, MBNL1 CUG block 1%, hERG WT inh -5, GALK inhibitor 1%, TRPV1 agonist 0, ASM inhibitor 3%, a7 integrin act -28%, Coupling enz -3, A-T KAP1 phos 5% and KCNH2 3.1 inh -2.
`N#Cc1cc(Br)ccc1N=C1CCCN1c1ccccc1` gave CXXC DNA block -3%, MBNL1 CUG block -11%, hERG WT inh -2, GALK inhibitor -3%, TRPV1 agonist -5, ASM inhibitor -3%, a7 integrin act -7%, Coupling enz -7, A-T KAP1 phos 25% and KCNH2 3.1 inh 17.
For Cn1c(SCc2nc(-c3ccc(Cl)cc3)no2)nnc1-c1ccco1 the results were CXXC DNA block 0%, MBNL1 CUG block 5%, hERG WT inh 11, GALK inhibitor 1%, ASM inhibitor -3%, a7 integrin act 6%, Coupling enz 1, A-T KAP1 phos 1% and KCNH2 3.1 inh -10.
For CC(/C=C/c1ccc2c(c1)OCO2)=N\NC(=O)C(O)c1ccccc1 (stereo not given) the results were CXXC DNA block 14%, hERG WT inh -2, GALK inhibitor -4%, ASM inhibitor 4%, a7 integrin act 18%, Coupling enz 2, A-T KAP1 phos 3% and KCNH2 3.1 inh -9.
COc1ccccc1C(=O)N/N=C/c1ccc2c(c1)OCO2 was read as CXXC DNA block 3%, MBNL1 CUG block inconclusive, hERG WT inh 2, GALK inhibitor 9%, TRPV1 agonist 4, ASM inhibitor 3%, a7 integrin act 7%, Coupling enz -5, A-T KAP1 phos -2% and KCNH2 3.1 inh -5.
`CC1CCCC(NC(=O)CCNC(=O)c2ccc(Br)cc2)C1C` (stereo not given) gave hERG WT inh -13, TRPV1 agonist 12, ASM inhibitor -1%, a7 integrin act 6%, A-T KAP1 phos 0% and KCNH2 3.1 inh 9.
CCc1noc(C)c1C(=O)Nc1nc(-c2ccc(NC(C)=O)cc2)cs1 was read as hERG WT inh -6, TRPV1 agonist -2, ASM inhibitor -1%, a7 integrin act 10%, A-T KAP1 phos 3% and KCNH2 3.1 inh -4.
`O=C(COc1ccccc1[N+](=O)[O-])NCC1COc2ccccc2O1` (stereo not given) gave hERG WT inh 0, ASM inhibitor -1%, a7 integrin act 17%, A-T KAP1 phos 6% and KCNH2 3.1 inh 4.
Screening COc1cc(NC(=O)CSc2nnc(C)s2)cc(OC)c1OC returned CXXC DNA block -4%, MBNL1 CUG block -2%, hERG WT inh 2, GALK inhibitor -6%, TRPV1 agonist -1, ASM inhibitor 0%, a7 integrin act 5%, Coupling enz 0, A-T KAP1 phos 4% and KCNH2 3.1 inh -8.
For Cc1ccc(NC(=O)CSCc2ccco2)cc1 the results were CXXC DNA block 0%, MBNL1 CUG block -3%, hERG WT inh 17, GALK inhibitor -1%, TRPV1 agonist inconclusive, ASM inhibitor 1%, a7 integrin act -16%, Coupling enz -1 and A-T KAP1 phos -3%.
Screening COc1ccc(NC(=O)N2CCc3ccccc3C2)cc1OC returned CXXC DNA block -6%, MBNL1 CUG block 2%, hERG WT inh 16, GALK inhibitor -8%, TRPV1 agonist 0, ASM inhibitor -1%, a7 integrin act inconclusive, Coupling enz 3, A-T KAP1 phos -5% and KCNH2 3.1 inh -4.
For O=C1CSC(c2cccnc2)N1C1CCCCC1 (stereo not given) the results were CXXC DNA block 11%, MBNL1 CUG block 0%, hERG WT inh -8, GALK inhibitor -2%, TRPV1 agonist 0, ASM inhibitor -1%, a7 integrin act -3%, Coupling enz -3, A-T KAP1 phos 0% and KCNH2 3.1 inh 0.
For CCC(=O)N1CCc2cc(S(=O)(=O)CCC(=O)N3CCN(c4ccccc4)CC3)ccc21 the results were CXXC DNA block 1%, MBNL1 CUG block 0%, hERG WT inh 5, GALK inhibitor 5%, TRPV1 agonist 3, ASM inhibitor 1%, a7 integrin act inconclusive, Coupling enz 0, A-T KAP1 phos -7% and KCNH2 3.1 inh 20.
For O=C(Nc1ccc(CN2CCCCC2)cc1)c1cccc(Br)c1 the results were CXXC DNA block 8%, MBNL1 CUG block 0%, hERG WT inh 3, GALK inhibitor 1%, TRPV1 agonist 1, ASM inhibitor 4%, a7 integrin act -41%, Coupling enz 3, A-T KAP1 phos 4% and KCNH2 3.1 inh inconclusive.
Screening COc1ccc(C/C(C)=N/NC(=S)Nc2ccc(Cl)cc2)cc1 returned CXXC DNA block -27%, MBNL1 CUG block 2%, hERG WT inh -13, GALK inhibitor 5%, TRPV1 agonist 2, ASM inhibitor -7%, a7 integrin act -19%, Coupling enz 1, A-T KAP1 phos -8% and KCNH2 3.1 inh -2.
CCN1C(=O)C(O)(CC(=O)c2c(C)coc2C)c2ccccc21 (stereo not given) was read as CXXC DNA block -8%, MBNL1 CUG block -2%, hERG WT inh -1, GALK inhibitor 0%, TRPV1 agonist -3, ASM inhibitor 0%, a7 integrin act -4%, Coupling enz 1, A-T KAP1 phos 2% and KCNH2 3.1 inh 3.
CCN(CC)C(=O)C1=C(C)Nc2ncnn2C1c1cccnc1 (stereo not given) was read as CXXC DNA block -1%, MBNL1 CUG block -10%, hERG WT inh 5, GALK inhibitor -1%, TRPV1 agonist -1, ASM inhibitor 3%, a7 integrin act 4%, Coupling enz 1, A-T KAP1 phos 1% and KCNH2 3.1 inh -2.
